Screening data: PubChem, National Center for Advancing Translational Sciences (NCATS)
LMNA splice mod: qHTS Assay for Modulators of Lamin A Splicing | HeLa LMNA splicing GFP/RFP minigene ratio, 48 h | Potency, µM (series often up to 46.1 µM), for the others: top-dose ratio change, negative = inhibition, most hits filed as inhibitors | actives 0.01% (n = 200,000); active means well fitted inhibition curve with a large enough effect in the signal ratio, with a control signal flat, not every such curve was filed as active; inconclusive means small, poorly fitted or top-dose-only effect, or effect the other way, or a change in a side signal; the % refers to the signal ratio; further: potency means the concentration at half of the fitted maximal effect; on the % scale 0 is the no-effect control and ±100 the full control effect
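S3 HeLa cells stably expressing lamin A-EGFP splicing minigene plus DsRed2, 600 cells/well, 48 h compound exposure at 37C. Laser-scanning cytometry; analysed as GFP (500-530 nm)/RFP (575-640 nm) total intensity ratio; 0.5% DMSO vehicle.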
SMN2 splice enh: qHTS Assay for Enhancers of SMN2 Splice Variant Expression; actives 2.8% (n = 210,000); Potency, µM (top dose mostly 46.1 µM), for the others: at the top dose activity change, positive = activation, actives largely listed as activators; AID 1458, 2008; HEK293 SMN2-luciferase splicing reporter, luminescence, 30-36 h; further: potency means the concentration at half of the fitted maximal effect; % of control where 0% means no effect; nearly all actives have a fitted effect of over 55% in size
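HEK293 cells carry an SMN2 […]–luciferase reporter in which exon 7 inclusion puts luciferase in frame. Cells were plated 10-12 h before compound addition, then incubated 30-36 h at 37C. ONE-Glo luminescence was read; sodium butyrate at 4.5 mM final served as control.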
IMPase Li cell: qHTS Assay for Identifying the Cell-Membrane Permeable IMPase Inhibitors: Potentiation with Lithium; CHO-M1 cells, IP1 TR-FRET (IP-One), carbachol + lithium; Potency, µM (series often up to 59.4 µM), without a hit: top-dose activity, negative = IMPase inhibition, hits mostly inhibitors; actives 0.35% (n = 210,000);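 further: IP1 builds up when IMPase is blocked and the TR-FRET signal falls; potency means the concentration at half of the fitted maximal effect; plate controls were basal vehicle for no effect and high inhibitor control for full effect; nearly all actives have a fitted effect of over 50% in size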
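Readout is a homogeneous TR-FRET IP1 immunoassay (Ex 320, Em 665 and 620), where raised cytosolic IP1 lowers signal. Cells were CHO-M1 treated 30 min at 37C with test compounds plus a little lithium; AC50 values came from Hill-equation fitting.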
CBFb-RUNX1 inh: qHTS Assay for Compounds Blocking the Interaction Between CBF-beta and RUNX1 for the Treatment of Acute Myeloid Leukemia; AlphaScreen CBFb-His/RUNX1-biotin binding, biochemical; Potency, µM (titrated, usually from 59.8 µM), without a hit: top-dose activity, negative = inhibition, usual class: inhibitors; AID 1477, 2009; Runt-related transcription factor 1 (Homo sapiens) + Core-binding factor subunit beta …; 230,000 tested, under 10 active; further: % of control where 0% means no effect
Target sequence (Q01196 whole entry, looked up): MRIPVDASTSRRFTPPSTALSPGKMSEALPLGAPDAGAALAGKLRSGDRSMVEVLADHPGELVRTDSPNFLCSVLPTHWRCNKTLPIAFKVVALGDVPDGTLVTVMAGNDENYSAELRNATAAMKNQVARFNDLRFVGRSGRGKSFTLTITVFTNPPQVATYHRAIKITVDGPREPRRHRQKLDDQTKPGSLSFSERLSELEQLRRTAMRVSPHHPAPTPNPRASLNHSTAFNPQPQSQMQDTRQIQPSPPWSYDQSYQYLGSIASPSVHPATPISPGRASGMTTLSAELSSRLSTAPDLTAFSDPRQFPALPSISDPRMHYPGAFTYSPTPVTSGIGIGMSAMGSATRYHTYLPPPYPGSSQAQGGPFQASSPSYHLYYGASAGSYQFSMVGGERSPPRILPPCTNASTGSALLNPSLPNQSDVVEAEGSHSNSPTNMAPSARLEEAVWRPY
Target sequence (Q13951 whole entry, looked up): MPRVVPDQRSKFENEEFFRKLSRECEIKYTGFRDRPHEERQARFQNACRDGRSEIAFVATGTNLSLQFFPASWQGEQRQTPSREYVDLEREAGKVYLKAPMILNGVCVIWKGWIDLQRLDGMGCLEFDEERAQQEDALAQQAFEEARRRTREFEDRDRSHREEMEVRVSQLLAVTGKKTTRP
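Interaction loss through any mechanism counts as activity. Pre-formed complex of His-CBF-beta and biotin-RUNX1 (30 nM apiece) is incubated with compound 15 min, then with 50 ng nickel and 50 ng streptavidin beads for 90 min before AlphaScreen detection.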
HTT cytoprotect: qHTS Multiplex Assay to Identify Dual Action Probes in a Cell Model of Huntington: Cytoprotection (ATP) | actives 0.14% (n = 230,000) | Potency, µM (doses to about 56.4 µM), for inactives: cytoprotection (ATP increase), hits mostly activators | PC12 HTT-Q103 induced, cytoprotection, ATP luminescence, 40 h;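 further: potency means the concentration at half of the fitted maximal effect; % of control where 0% means no effect; nearly all actives have a fitted effect of over 45% in size; toxic huntingtin expression switched on by the ecdysone agonist tebufenozide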
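Readout: ATPlite luminescence (ATP level). Model: stable PC12, inducible Htt exon1 Q103-GFP. Inducer: tebufenozide, 100 nM final. Compounds: dose series. No G418 in medium.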
HttQ103 aggreg: qHTS Multiplex Assay to Identify Dual Action Probes in a Cell Model of Huntington: Aggregate Formation (GFP) | PC12 HttQ103-GFP aggregates, Acumen cytometry, 40 h | Potency, µM (top dose mostly 46.1 µM), for the others: at the highest dose activity change, negative = inhibition, actives largely listed as inhibitors | AID 1688, 2009 | actives 1.1% (n = 220,000); further: potency means the concentration at half of the fitted maximal effect; on the % scale 0 is the no-effect control and ±100 the full control effect; nearly all actives have a fitted effect of over 60% in size
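PC12 cells with ecdysone-inducible HTT exon1 Q103-GFP, induced by 100 nM tebufenozide, given compounds in a concentration series. GFP aggregates (1–25 um, 6 SD above background) counted in lysates by laser-scanning cytometry, 488 nm excitation.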
KinaseGlo FLuc: Counterscreen for Luciferase (Kinase-Glo TM) Inhibition; Luciferin 4-monooxygenase (Photuris pensylvanica), Q27757; AID 1379, 2008; Potency, µM (series often up to 38.3 µM), inactives show at the highest dose activity change, negative = inhibition, hits mostly inhibitors; actives 0.28% (n = 200,000); Kinase-Glo luciferase, ATP luminescence, 8 min; further: potency means the concentration at half of the fitted maximal effect; on the % scale 0 is the no-effect control and ±100 the full control effect; nearly all actives have a fitted effect of over 60% in size
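Substrate mix (final 50 mM imidazole pH 7.2, 50 mM KCl, 7 mM MgCl2, 10 uM ATP, 0.01% Tween 20, 0.05% BSA) plus pin-tool compound, then Kinase-Glo detection mix; 8 min ambient, luminescence read.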
Numbers without * were called inactive; ? = inconclusive; nt = not tested or not shown; [ ] = dose if it differs, or a comment. Unless noted, the call rests on the fitted dose curve; in most records, active means well fitted curve in the direction sought with a large enough effect; inconclusive means small, poorly fitted or top-dose-only effect, or another doubt; inactive means no such curve, though single readings can be large; an effect the other way counts as inactive or inconclusive. Outcome played no part in choosing rows; about 4% have a hit in one of these screens.

The first 3 entries, to show the layout:
SMILES	LMNA splice mod	SMN2 splice enh	IMPase Li cell	CBFb-RUNX1 inh	HTT cytoprotect	HttQ103 aggreg	KinaseGlo FLuc
Cc1cc(=O)oc2cc(OCC(=O)OCc3nnc(-c4ccccc4)o3)ccc12	-7.9%	-2.1%	-2.2%	4.6%	0.2%[10 µM]	21.7%	-2.6%
Cc1cccc(N2CCN(C(=O)COc3cccc4c3OC(C)(C)C4)CC2)c1C	-29.0%	-34.8%[inhibitor]	29.7%	-9.6%	26.1%[10 µM]	-25.2%	-1.4%
O=[N+]([O-])c1cc(-c2ccc(C(=S)N3CCOCC3)o2)ccc1Cl	7.0%[9.22 µM]	25.5%	6.9%	?	-30.3%	-1.0%	0.6%

All compounds of this part, previewed entries included:
SMILES	LMNA splice mod	SMN2 splice enh	IMPase Li cell	CBFb-RUNX1 inh	HTT cytoprotect	HttQ103 aggreg	KinaseGlo FLuc
Cc1cc(=O)oc2cc(OCC(=O)OCc3nnc(-c4ccccc4)o3)ccc12	-7.9%	-2.1%	-2.2%	4.6%	0.2%[10 µM]	21.7%	-2.6%
Cc1cccc(N2CCN(C(=O)COc3cccc4c3OC(C)(C)C4)CC2)c1C	-29.0%	-34.8%[inhibitor]	29.7%	-9.6%	26.1%[10 µM]	-25.2%	-1.4%
O=[N+]([O-])c1cc(-c2ccc(C(=S)N3CCOCC3)o2)ccc1Cl	7.0%[9.22 µM]	25.5%	6.9%	?	-30.3%	-1.0%	0.6%
Cc1cc(Cl)ccc1C(=O)C1CCCN(C(=O)/C=C/c2cnn(C)c2)C1 (stereo not given)	?	nt	7.2%	4.0%	2.0%[10 µM]	1.1%[9.22 µM]	-0.2%
CC(=O)Nc1ccc(NC(=O)Cn2ccc([N+](=O)[O-])n2)cc1	-8.9%[46 µM]	-0.6%	1.3%	-3.6%	-16.1%[10 µM]	-8.9%[9.22 µM]	3.0%
CCOC(=O)c1c(C)nc(-c2ccccc2)nc1NC(=O)CC	0.3%	?	?	8.3%	-30.8%	6.5%	-5.6%
COc1ccc(NS(=O)(=O)c2cc(NC(=O)c3cccs3)ccc2N2CCOCC2)cc1	nt	nt	-19.1%	-9.3%	-32.6%[inhibitor]	-11.7%	nt
Clc1ccccc1C(Nc1ncccn1)Nc1ncccn1	nt	-2.0%[9.22 µM]	0.7%	nt	-9.1%[10 µM]	nt	-0.9%[7.66 µM]
CCOc1ccc(N2C(=O)C3Sc4[nH]c(=O)sc4C(c4ccc(OC)c(OC)c4)C3C2=O)cc1 (stereo not given)	nt	nt	nt	-5.3%	-8.0%[10 µM]	-11.5%[9.22 µM]	nt
Cc1ccc(NC(=O)C2CC(c3ccc(F)cc3)=NO2)cc1 (stereo not given)	1.6%	-21.7%	6.9%[38.3 µM]	-2.8%	-28.7%	10.4%	9.9%
O=C(NCCCCc1ccccc1)C12CN(Cc3ccccc3)CC1C(c1cccc([N+](=O)[O-])c1)=NO2 (stereo not given)	-13.3%	-30.9%[inhibitor]	-1.0%	-12.5%	-0.5%[10 µM]	3.2%	3.8%
COC(=O)COc1ccc(S(=O)(=O)Nc2ccc(NC(C)=O)cc2)cc1	-5.0%	-7.9%	-2.6%[38.3 µM]	0.0%	-7.6%[0.074 µM]	10.0%	-2.9%
C=CCCCCCCCCC(=O)NNC1=CC(=O)CC(C)(C)C1	4.2%	2.9%	-12.3%[38.3 µM]	1.8%	-12.7%	-6.3%	0.7%
O=C(CSc1cccc[n+]1[O-])N1CCCCCC1	6.6%[46 µM]	15.4%	2.8%	0.1%	-7.4%[10 µM]	12.7%	-0.2%
COc1ccc(CN(C(=O)c2ccco2)c2ccc(C)cc2)cc1OC	?	4.6%	6.1%[38.3 µM]	6.9%	-4.6%	0.9%	-1.6%
COc1ccc(S(=O)(=O)N2CCCC2C(=O)n2nc(C)cc2C)cc1 (stereo not given)	nt	nt	-9.3%	-6.4%	-53.6%[inhibitor]	?	nt
Cn1c(CC(=O)Nc2ccc(Cl)c(Cl)c2)n[nH]c1=S	4.6%[9.22 µM]	5.2%	11.3%	3.8%	-2.4%	9.1%	-0.1%
COc1cc(OC)cc(C(=O)Nc2ccc(CN3CCCCC3)cc2)c1	?	4.9%	22.1%	-8.4%	20.1%[10 µM]	2.6%	0.8%
O=C(O)CCc1nn2c3ccccc3n(CCO)c2nc1=O	?	11.5%	-4.5%	3.0%	?	-4.9%	3.1%
COC(OC)c1ccnc(-c2ccc(OC(=O)c3cccs3)cc2)n1	20.2%[9.22 µM]	17.7%	-2.2%	-18.5%	-29.7%	-7.5%	3.0%
CC(C)CCn1c(SCC(=O)OCn2nnc3ccccc3c2=O)nc2ccccc2c1=O	2.1%	-1.4%	23.8%[38.3 µM]	-1.3%	-1.5%[10 µM]	-9.8%	-2.3%
O=C(Nc1cccc(Cl)c1)OCc1ccccn1	-2.6%	20.5%	-0.5%[38.3 µM]	6.8%	-14.0%[0.074 µM]	-24.1%	-1.3%
Cc1c(O)c(CN2CCCC2)cc2c1oc(=O)c1ccccc12	-1.2%	-16.5%	17.3%[38.3 µM]	2.0%	-34.5%	-12.5%	0.4%
CCC1CCC2(CC1)NC(=O)N(CC(=O)Nc1cc(C)on1)C2=O (stereo not given)	-5.9%	-1.7%	-4.4%	5.7%	17.7%[10 µM]	12.2%	-4.6%
O=C(COC(=O)CC(c1ccccc1)c1ccccc1)Nc1cccc(F)c1	-1.5%	-4.5%	13.6%	?	7.1%[10 µM]	-7.0%	-0.9%
COc1ccc(-n2nnnc2SCc2nc3ccccc3s2)cc1	-12.4%	-5.8%	11.9%[38.3 µM]	-0.5%	-34.6%[inhibitor]	-27.2%	-6.9%
Cc1ccc(/C(N)=N/OC(=O)CCc2ccccc2)cc1	-1.5%	nt	nt	27.2%	-6.5%	1.3%	nt
CC(=O)N1CCN(c2ccc(NCc3ccc(C)cc3)cc2)CC1	?	-39.9%[inhibitor]	2.8%[38.3 µM]	-24.9%	-16.8%[10 µM]	21.9%	-7.5%
CCn1cc([N+](=O)[O-])c(C(=O)N2CCOCC2)n1	-2.5%	-0.8%	-4.0%	-6.0%	-0.3%[10 µM]	9.4%	0.1%
COC(=O)c1ccccc1NC(=O)C12CCC(C)(C(=O)O1)C2(C)C (stereo not given)	-2.2%	5.4%	28.1%[38.3 µM]	-2.0%	5.2%	?	3.7%
O=C(C[n+]1ccn(CCCNP2(=O)C=C(c3ccccc3)OC(c3ccccc3)=C2)c1)c1cccs1	-0.8%[46 µM]	1.7%	5.1%	0.2%	-18.5%	-7.1%	0.7%
O=C(NCc1ccco1)c1sc2cc(Cl)ccc2c1Cl	-1.0%	?	5.8%	14.0%	1.3%[10 µM]	-1.4%	-7.8%
CCCCC(=O)Nc1ccc2c3c(cccc13)CC2	5.1%	20.1%	2.3%	-1.5%	nt	-24.4%	9.6%
COc1cccc(CNn2cnnc2)c1OCc1ccc(F)cc1	1.0%	28.4%	4.0%[38.3 µM]	2.4%	-18.7%	20.6%	0.1%
C/C(=N\NC(=O)C(NC(=O)c1ccccc1)C(C)C)c1ccccc1 (stereo not given)	3.3%	-10.2%	7.8%[38.3 µM]	3.0%	4.5%	14.6%	-3.9%
COc1ccc(N=C2SC(C(=O)O)CC(=O)N2C)cc1 (stereo not given)	11.9%	-6.1%	1.1%[38.3 µM]	6.9%	-7.7%	13.7%	-3.7%
CC1CCCN(c2ccc(F)cc2N)C1 (stereo not given)	?	-5.0%	8.4%	-1.6%	-66.1%[inhibitor]	?	2.4%
Cn1c(N=NC(=O)c2ccccc2)c(O)c2ccccc21	?	1.26µM*	23.6%	?	nt	-12.5%	-7.1%
O=C(Cn1cnc2ccccc2c1=O)c1ccc(Br)cc1	nt	nt	2.4%	8.5%	-43.6%[inhibitor]	6.5%	1.3%
CCN1/C(=C/c2ccc3cc(C)ccc3[n+]2CC)Sc2cc(C)ccc21	?	-63.1%[inhibitor]	?	-24.4%	-139.8%[inhibitor]	1µM*	-10.3%

Rewritten with bars between the fields: part of the list above.
molecule | LMNA splice mod | SMN2 splice enh | IMPase Li cell | CBFb-RUNX1 inh | HTT cytoprotect | HttQ103 aggreg | KinaseGlo FLuc
Cn1c(N=NC(=O)c2ccccc2)c(O)c2ccccc21 | ? | 1.26µM* | 23.6% | ? | nt | -12.5% | -7.1%
O=C(Cn1cnc2ccccc2c1=O)c1ccc(Br)cc1 | nt | nt | 2.4% | 8.5% | -43.6%[inhibitor] | 6.5% | 1.3%
CC1CCCN(c2ccc(F)cc2N)C1 (stereo not given) | ? | -5.0% | 8.4% | -1.6% | -66.1%[inhibitor] | ? | 2.4%

Continued.
SMILES	LMNA splice mod	SMN2 splice enh	IMPase Li cell	CBFb-RUNX1 inh	HTT cytoprotect	HttQ103 aggreg	KinaseGlo FLuc
C/C(=N/Nc1ccc(Cl)cc1)c1cnnc(-c2ccccc2)n1	nt	4.9%	-1.0%	3.1%	nt	-5.5%	-0.2%
Cc1ccc(Nc2nc3ccccc3c(=O)[nH]2)cc1C	15.0%[46 µM]	?	-0.7%	-5.6%	-39.4%	-31.0%	-0.7%
CCOC(=O)N1CCN(C(=O)c2ccc3nc(N4CCC(C)CC4)sc3c2)CC1	-2.4%	-10.9%	-3.8%[38.3 µM]	-2.8%	-15.0%	-9.6%	1.0%
S=c1[nH]nc(Cc2c[nH]c3ccccc23)o1	9.7%	-0.5%	11.5%[38.3 µM]	0.8%	-1.5%[10 µM]	-11.1%	2.4%
